Bioassay records as filed in PubChem BioAssay.
CAL PDZ FP-1: inhibitors of human CAL PDZ peptide binding. Q9HD26. purified CAL PDZ, TMR-peptide fluorescence polarization, 1 h. inhibition, % at 20 µM. 330,000 tested, 0.02% active. AID 504414;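 active means highest replicate inhibition of at least 40%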;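 further: plate controls were DMSO neutral control wells for no effect and unlabeled competitor peptide control wells for full effect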
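material = purified tagged CAL PDZ domain construct (CerCALP) | compound dosing = 20 µM, one dose | times = 1 h at RT | measured by = fluorescence polarization from S- and P-plane intensities, G-factor corrected | read-out = inhibition from polarization loss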
PfHsp90 set2: growth inhibition of yeast expressing Plasmodium Hsp90; S. cerevisiae expressing PfHsp90, BacTiter-Glo ATP, 48 h; yeast lacking PDR1 and PDR3 efflux regulators; inhibition, % at 9.4 µM; 310,000 tested, 0.32% active;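 active means every replicate shows inhibition above about 80%, whatever the replicate mean, limit read from the data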;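 further: 0% = DMSO neutral controls and 100% = 20 µM radicicol positive controls; yeast relying on Plasmodium falciparum Hsp90 in place of its own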
Rtt109 HAT inh: inhibitors of Candida albicans Rtt109/Vps75 histone acetyltransferase; 330,000 tested, 0.16% active; purified Rtt109/Vps75, ThioGlo CoA-SH fluorescence, 4 h; inhibition, % at 34.9 µM; Q5AAJ8;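 active means inhibition of at least 50% in every replicate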
SR-BI HDL uptake: inhibitors of mouse SR-BI mediated HDL lipid uptake | 320,000 tested, 0.96% active | AID 488896 | inhibition, % at 12.5 µM | Q61009 | ldlA[mSR-BI] CHO cells, DiI-HDL uptake fluorescence, 3 h;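 active means mean replicate inhibition of at least 70% and a set share of replicates each scoring 70 or more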;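 further: 0% = median of neutral control wells and 100% = median of positive control wells; values of inactives mirror those of a sister screen read the other way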
NSD2 HMT inh: inhibitors of human histone methyltransferase NSD2 | 310,000 tested, 0.54% active | inhibition, % at 12.5 µM | NSD2 peptide methylation, AlphaScreen, 120 min; in the data active means inhibition above about 50%
Target sequence (O96028 whole entry, looked up): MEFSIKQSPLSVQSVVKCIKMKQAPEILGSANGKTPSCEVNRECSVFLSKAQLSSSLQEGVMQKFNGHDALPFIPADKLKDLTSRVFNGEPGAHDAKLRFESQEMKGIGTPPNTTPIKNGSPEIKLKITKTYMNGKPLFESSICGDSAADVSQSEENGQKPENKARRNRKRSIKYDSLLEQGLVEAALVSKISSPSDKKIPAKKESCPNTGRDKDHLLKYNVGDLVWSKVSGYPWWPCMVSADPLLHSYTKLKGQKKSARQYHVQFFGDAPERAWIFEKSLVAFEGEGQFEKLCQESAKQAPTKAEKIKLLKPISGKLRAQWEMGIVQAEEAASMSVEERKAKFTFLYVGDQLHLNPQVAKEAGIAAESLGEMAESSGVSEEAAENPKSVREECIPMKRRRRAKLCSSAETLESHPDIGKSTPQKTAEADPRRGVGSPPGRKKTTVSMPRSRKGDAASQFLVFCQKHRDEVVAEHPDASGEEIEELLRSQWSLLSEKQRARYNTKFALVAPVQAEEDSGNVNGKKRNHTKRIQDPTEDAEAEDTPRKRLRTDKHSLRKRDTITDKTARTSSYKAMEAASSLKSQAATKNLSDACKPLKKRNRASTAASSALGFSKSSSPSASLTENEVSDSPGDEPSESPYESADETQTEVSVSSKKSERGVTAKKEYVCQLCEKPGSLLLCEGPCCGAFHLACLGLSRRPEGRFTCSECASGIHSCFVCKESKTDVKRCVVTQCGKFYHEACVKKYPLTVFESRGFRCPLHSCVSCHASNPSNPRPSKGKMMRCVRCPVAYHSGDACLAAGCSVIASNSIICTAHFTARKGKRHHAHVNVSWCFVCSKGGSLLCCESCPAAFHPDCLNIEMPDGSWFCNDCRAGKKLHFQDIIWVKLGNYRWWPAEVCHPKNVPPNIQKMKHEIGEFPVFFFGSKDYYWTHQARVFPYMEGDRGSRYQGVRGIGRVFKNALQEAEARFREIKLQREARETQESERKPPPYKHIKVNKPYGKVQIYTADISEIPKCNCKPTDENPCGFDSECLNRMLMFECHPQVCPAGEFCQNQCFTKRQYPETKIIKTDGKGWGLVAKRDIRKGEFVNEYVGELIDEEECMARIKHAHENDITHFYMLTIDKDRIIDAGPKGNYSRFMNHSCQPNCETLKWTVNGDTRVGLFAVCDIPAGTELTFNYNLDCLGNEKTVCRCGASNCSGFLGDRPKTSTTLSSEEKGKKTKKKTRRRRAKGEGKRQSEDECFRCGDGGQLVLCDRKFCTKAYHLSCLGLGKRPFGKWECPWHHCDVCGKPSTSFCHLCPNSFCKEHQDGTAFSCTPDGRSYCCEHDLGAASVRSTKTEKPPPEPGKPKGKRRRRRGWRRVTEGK
PvdQ acylase: blocks Pseudomonas aeruginosa PvdQ acylase activity; 340,000 tested, 0.063% active; purified PvdQ acylase, fluorescence plate reader; inhibition, % at 10 µM; AID 488965; in the data active means inhibition above about 30%, passing the limit was not always enough;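 further: 0% = vehicle neutral wells and 100% = reference inhibitor wells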
dFosB activator: mouse delta FosB homodimer activation. P13346. 340,000 tested, 0.99% active. activation, % at 25 µM. AID 493131. purified delta FosB, TAMRA-CDK5 oligo fluorescence polarization; percent of positive-control signal above neutral wells;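 active means mean activation above about 17%, with every replicate also reaching it, limit read from the data, passing the limit was not always enough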;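 further: fluorescence polarization rise as delta FosB binds a TAMRA Cdk5 AP-1 oligo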
SR-BI uptake up: SR-BI HDL lipid transfer activation. CHO ldlA[mSR-BI] cells, DiI-HDL uptake fluorescence, 3 h; 100 = double the neutral-control signal. activation, % at 12.5 µM. 320,000 tested, 0.096% active;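 active means mean replicate activation of at least 60% and every replicate at or above 60%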;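 further: 0% = median plate neutral-control signal and 100% = twice that signal; values of inactives mirror those of a sister screen read the other way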
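Material: SR-BI-overexpressing, LDLR-lacking CHO cells | Dosing: Single compound concentration, delivered by pin transfer | Probe or stimulus: Labelled HDL, 10 µg/mL | Signal: Bottom-read cell fluorescence after medium removal, ex 550/em 595 nm | Schedule: 3 h, 37 °C | Evaluation: HDL uptake via cellular fluorescence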
MITF act: MITF TRPM1 promoter activation in melanoma cells. SK-MEL-5 TRPM1-promoter luciferase, 24 h; % of positive control, neutral wells = 0. 300,000 tested, 0.75% active. activation, % at 12.5 µM;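 active means mean activation of at least 80% with every replicate also reaching 80%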;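 further: 0% = neutral control wells and 100% = parthenolide positive control wells; values of inactives mirror those of a sister screen read the other way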
CAL PDZ FP-2: inhibitors of human CAL PDZ peptide binding | AID 602252 | purified CAL PDZ, TMR-peptide fluorescence polarization, 1 h | Q9HD26 | inhibition, % at 24.9 µM | 300,000 tested, 0.92% active;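 active means mean inhibition of at least 30% with at least half of replicates also reaching 30%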;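 further: 0% = DMSO neutral control and 100% = excess unlabeled competitor peptide PRC23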
Starred values were filed as active, the others as inactive; i = inactive; · = no result given; & = joins results of further samples.

The line under a structure holds: SR-BI HDL uptake	NSD2 HMT inh	PvdQ acylase	CAL PDZ FP-2	dFosB activator	MITF act	PfHsp90 set2	CAL PDZ FP-1	Rtt109 HAT inh	SR-BI uptake up
- CCCNCc1cc(Cl)c(OCC)c(Cl)c1
 : 3	30	-10	0	0	·	·	0.2	·	-3
- O=c1[nH][nH]c(C(F)(F)F)c1C=Nc1ccccc1Cl
 : -16	5	-12	19	-7	2	5	-0.2	1	16
- Cc1cc(C(=O)CSc2nnc(-c3cccnc3)n2-c2ccccc2)c(C)n1CC1CCCO1 (configuration not stated)
 : -10	4	-8	-6	-13	10	21	-1.5	-1	10
- CCC(=O)N1CCN(c2ccccc2NC(=O)c2cccc(C)c2)CC1
 : 45	4	-14	-4	-2	7	-2	-0.9	8	-45
- CC1CCC(NC(=O)C2(C)CCC(=O)N2Cc2cccnc2)CC1 (configuration not stated)
 : ·	·	-17	·	-3	7	-2	-0.7	5	·
- N=c1n(CCCOc2ccc(F)cc2)c2ccccc2n1CC(N)=O
 : -4	-2	-6	0	-4	-2	36	0.2	1	4
- CCC(C)NC(=O)C1CC(c2ccc(OC)cc2)=NO1 (configuration not stated)
 : 3	-2	-11	-1	1	14	1	-1.4	0	-3
- COCCNC(=O)c1ccccc1NS(=O)(=O)c1ccc(C)c([N+](=O)[O-])c1
 : -30	-1	-7	1	-10	-9	-3	-0.1	2	30
- CCOc1ccc(OCC)c(NC(=O)CC2Oc3ccccc3NC2=O)c1 (configuration not stated)
 : -12	·	-14	·	-1	-8	-14	0.2	5	12
- C#CCNC(=O)c1ccc(OCc2ccccc2)cc1Cl
 : 22	1	-15	·	-1	36	-3	-1.0	-1	-22
- Fc1ccc(-c2noc(C3CCN(Cc4cccnc4)CC3)n2)cc1
 : -9	2	-7	-2	-8	4	1	-1.4	·	9
- Cc1ccc(-c2cc(C(=O)NC3CCCCC3)no2)cc1
 : ·	1	-9	·	0	114*	-15	-1.8	2	·
- CC1(/[N+]([O-])=C/c2ccc(F)cc2)CCCCC1=O (configuration not stated)
 : -6	-4	-2	-4	-6	-1	-18	-0.4	0	6
- COc1ccccc1NC(=O)NCc1ccc(C)n1C
 : 59	2	-22	·	-5	-4	-17	-1.5	1	-59
- Cc1ccc2nc(NC(=O)CS(=O)(=O)Cc3ccccc3)sc2c1
 : -18	2	-4	0	-6	16	32	-0.5	-7	18
- COC(=O)c1cnn2c(C)c(Cc3cccc(F)c3)c(C)nc12
 : 1	·	3	·	2	-6	4	-0.4	-2	-1
- COc1ccccc1N(Cc1cc2cccc(C)c2[nH]c1=O)C(=O)C(C)C
 : -21	0	4	-2	3	10	-7	-0.8	1	21
- CC(C)C(C)NC(=O)COc1nc2ccccc2nc1N(C)C1CCCCC1 (configuration not stated)
 : -7	-4	-10	-4	-3	9	-23	0.1	-1	7
- COc1ccc(S(=O)(=O)Nc2ccc(F)c(Cl)c2)cc1OC
 : -10	-1	-5	-3	0	13	-2	0.6	9	10
- CCCN=C(Nc1ccc(Cl)cc1)c1cccnc1
 : -29	7	-14	1	3	·	-27	-0.6	10	29
- O=C(O)C1C2C=CC(O2)C1C(=O)Nc1ccccn1 (configuration not stated)
 : -13	-1	-6	·	2	-11	·	0.3	5	13
- Cc1ccc(C(CC(=O)NCc2ccco2)c2ccc(OC(C)C)cc2)cc1 (configuration not stated)
 : 20&17	0	-8&-3	-3	-19	·	·	-2.2	1	-20&-17
- COc1nc(N)nc(N2CCOCC2)n1
 : -12	-3	-12	-5	7	3	-21	-2.4	-19	12
- Fc1ccccc1COc1ccc(/C=N/n2cnnc2)cc1
 : 1	-2	2	-4	-2	·	-27	-4.5	-6	-1
- CC1=CC2CC1C1C(=O)N(c3ccc(S(=O)(=O)Nc4nc(C)cc(C)n4)cc3)C(=O)C21 (configuration not stated)
 : 3	-4	3	·	4	-1	0	-0.6	3	-3
- COC(=O)c1sccc1NC(=O)c1c(Cl)cccc1Cl
 : -7	-3	-11	-3	2	-2	-6	·	-3	7
- C/C(Nc1ccccc1C(F)(F)F)=C1/CCOC1=O
 : -12	-3	9	-2	-2	2	2	-0.4	-8	12
- CC1(C(=O)N2CCOCC2)CCCCC1
 : -9	25	-9	-1	4	·	1	-0.5	0	9
- Cc1ccc(NC(=O)NN2CCOCC2)cc1
 : ·	-3	-9	-1	-11	16	-12	-0.5	2	·
- Cc1cccc(Oc2sc(C(=O)c3ccccc3)c(N)c2C#N)c1
 : 16	·	-5	-3	-6	0	-19	0.1	8	-16
- O=C(NCCc1ccccc1)C1CCN(S(=O)(=O)c2cccc3nonc23)CC1
 : ·	2	-3	2	6	-6	7	-2.1	-8	·
- O=C(Nc1ccccc1)NC1(C(=O)N2CCN(C(=O)c3ccco3)CC2)CCCCC1
 : -36	-1	-3	-4	-4	-5	-4	0.8	-9	36
- CCCCC[C@H]1CN(CCCC)C(=O)[C@@H]1CC(=O)NCc1ccccc1
 : -19	·	-4	-7	-7	-3	-32	1.1	-3	19
- Cc1cccc(Cn2nc(C(C)(C)C)cc2C(=O)Nc2ccc(F)cc2)c1
 : 21	-3	-6	·	1	·	-6	-2.0	4	-21
- COc1ccc(NC(=O)N(C)C[C@H]2Oc3c(NC(=O)Nc4c(C)noc4C)cccc3C(=O)N([C@H](C)CO)C[C@@H]2C)cc1
 : 42	·	1	2	-7	1	-3	1.3	1	-42
- COc1cccc(NC(=O)C(C#N)Cc2ccncc2)c1 (configuration not stated)
 : -11	0	-2	·	-1	3	·	0.1	9	11
- O=C(Nc1ccccc1)N(Cc1cccs1)C1CCCC1
 : 15	21	-15	·	0	6	13	-1.1	-11	-15
- NNC(=O)CSc1ncc(-c2ccccc2)[nH]1
 : -5	-5	-12	2	3	11	-29	-0.5	1	5
- COC(=O)Cc1ccc(NC(=S)NCc2ccc(S(N)(=O)=O)cc2)cc1
 : 2	-2	-16	-3	-4	-10	9	-6.0	3	-2
- O=C(O)c1cc2cccc(S(=O)(=O)N3CCOCC3)c2cc1O
 : 9	·	-20	-5	0	-3	13	·	-330	-9
- COc1cc(C2NC(=O)NC(c3ccccc3)=C2C(C)=O)ccc1OCC(=O)O (configuration not stated)
 : -12	5	3	-2	4	-12	9	-2.2	11	12
- CCCc1cc(=O)[nH]c(SCC(=O)NCc2ccc3c(c2)OCO3)n1
 : -10	-2	-17	0	-1	-4	12	-1.7	-9	10
- CCN(CC)CCCn1c(C)cc2c(c1=O)C(c1cc(OC)c(OC)cc1OC)C(C#N)=C(N)O2 (configuration not stated)
 : 0	12	-17	-1	-3	13	-13	-1.5	0	0
- CCOC(=O)c1c(NC(=O)CSc2nc3cccnc3n2C)sc(C(C)=O)c1C
 : 43	·	-2	0	-13	8	1	-3.1	·	-43
- CC(=O)Nc1ccccc1NC(=O)C/C(C)=N/NC(=O)c1ccc([N+](=O)[O-])c(Cl)c1
 : -7	-5	-7	30*	-8	-7	-8	-0.6	-3	7
- CNC(=O)COC(=O)/C=C/c1ccc(F)cc1
 : 4	17	-10	-4	-7	-3	-1	-0.4	4	-4
- COc1cccc(C(=O)COc2ccccc2N2C(=O)C3C4C=CC(C4)C3C2=O)c1 (configuration not stated)
 : 2	23	-11	-2	-3	-6	3	-0.1	-15	-2
- COC(=O)c1ccccc1-c1ccc(/C=N/Nc2nc(N3CCCC3)nc(N3CCCC3)n2)o1
 : 29	-4	4	-1	-7	-7	8	-0.8	·	-29
- Cc1ccc(N2CCN(C3=NC(=O)/C(=C\c4cn[nH]c4-c4ccccc4)S3)CC2)cc1
 : 33	-5	-14	-5	-4	-11	-34	-0.3	-3	-33
- Nc1cc(N)nc(SCCOc2ccccc2)n1
 : 5	1	5	-2	0	56	-9	-0.5	0	-5
- O=C1NC(=O)C(=Cc2ccccc2[N+](=O)[O-])S1
 : -5	34	-12	1	-5	1	-16	-0.1	2	5
- COc1ccc(Nc2c3c(nc4ccccc24)CCCC3)cc1OC
 : 19	9	-2	1	2	-5	-20	-1.5	0	-19
- Cc1nnc(SCC(=O)NNC(=O)C(C)C)[nH]c1=O
 : -19	0	18	-4	-5	5	8	0.8	-8	19
- Cc1cc(C)c2c(c1)/C(=C/C(=O)c1ccc(Br)s1)C(=O)N2
 : 26	0	-11	0	-10	-57	-22	0.2	6	-26
- CC(C)OC(=O)c1c(N)n(CCCN2CCOCC2)c2nc3ccccc3nc12
 : -46	-1	6	-2	-1	-5	-10	-3.1	i	46
- Cc1ccc(Cl)cc1N1CCN(C(=O)Cc2c(C(=O)O)[nH]c3ccc(Cl)cc23)CC1
 : 2	2	-9	-5	-12	11	1	-1.2	9	-2
- CC(C)(C)c1nnc(NC(=O)Nc2ccc(Cl)cc2)s1
 : -30	-2	-1	0	-9	38	4	-0.7	17	30
- CN(C)c1ccc(C(C#N)c2ccccc2)nn1 (configuration not stated)
 : -15	4	8	-3	-2	2	10	-0.3	1	15
- COc1ccc(C2=NS(=O)(=O)N(C)C(C(=O)NC3CCCCC3)=C2)cc1OC
 : 7	·	-7	·	-12	-11	21	0.3	-5	-7
- CCN(CC(=O)Nc1ccccc1OC)C(=O)COc1ccc(C#N)cc1
 : -13	-2	5	7	-1	6	-12	-2.0	-4	13

Records above shown as hits in CAL PDZ FP-2.
structure	SR-BI HDL uptake	NSD2 HMT inh	PvdQ acylase	CAL PDZ FP-2	dFosB activator	MITF act	CAL PDZ FP-1	Rtt109 HAT inh	SR-BI uptake up
CC(=O)Nc1ccccc1NC(=O)C/C(C)=N/NC(=O)c1ccc([N+](=O)[O-])c(Cl)c1	-7	-5	-7	30*	-8	-7	-0.6	-3	7

Next part:
The line under a structure holds: SR-BI HDL uptake	NSD2 HMT inh	PvdQ acylase	CAL PDZ FP-2	dFosB activator	MITF act	PfHsp90 set2	CAL PDZ FP-1	Rtt109 HAT inh	SR-BI uptake up
- CC(=O)c1ccc(NC(=O)CSC(C)C)cc1
 : ·	-2	-8	·	-6	42	-4	-1.4	14	·
- O=c1[nH]c(=O)n(Cc2ccco2)c2c1C(C(F)(F)F)(C(F)(F)F)N=C(CCC1CCCCC1)N2
 : -6	-1	4	-1	-1	·	6	0.4	1	6
- COc1ccc(CCNC(=O)CSc2nc3[nH]ncc3c(=O)n2-c2ccc(Cl)cc2Cl)cc1OC
 : 22	2	-30	12	-9	7	0	-0.7	-3	-22
- CC(=O)Nc1ccc(NC(=O)c2ccccc2N(Cc2ccccc2)S(C)(=O)=O)cc1
 : 2	-5	-8	·	-3	13	-13	0.4	0	-2
- O=C(C[n+]1cc[nH]c1)c1ccc(Cl)cc1
 : -19	3	-14	-1	-3	·	3	0.5	1	19
- CCOC(=O)c1c(-c2ccc(C)o2)csc1NC(=S)NC(=O)c1ccc(F)cc1
 : 31	0	27	-4	2	4	-2	-1.0	-5	-31
- CCCCNC(=O)C1CCCN(S(=O)(=O)c2c(C)noc2/C=C/c2cccs2)C1 (configuration not stated)
 : ·	2	-4	·	10	-2	16	-1.1	-5	·
- CCOC(=O)CSc1nc2ccccc2c(=O)n1CCN1CCOCC1
 : -9	-2	-6	1	-13	·	·	-1.4	-12	9
- O=C(Nc1nc(-c2cccnc2)cs1)c1ccccc1F
 : 3	0	-5	1	6	73	·	-1.1	-2	-3
